eIF4E-4G inh: eIF4E/eIF4G interaction inhibition in translation initiation; P63073+Q04637; TR-FRET eIF4E-eIF4GI(517-606) binding, 2 h; inhibition, % at 21.7 µM; 0.37% of 220,000 active; AID 782;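 active = inhibition above about 30%, limit read from the data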;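 also: 0% = full FRET control wells and 100% = background wells lacking eIF4GI fragment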
KCC2 mod: modulators of human KCC2 chloride dependent transport. 2.2% of 190,000 active. B-score of Tl+ flux slope (higher = more flux/activation; lower = inhibition) at 10 µM. KCC2 cells, thallium flux FluoZin-2 fluorescence. Q9H2X9;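 active = thallium flux slope and its plate-corrected score both differing from the plate sample mean at a set confidence after two filtering rounds, in either direction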;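 also: slope of fluorescence scaled to starting intensity during 10 to 20 s after thallium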
TNF death inh: blocks TNF-alpha induced death of Jurkat FADD-/- cells. Jurkat FADD-/- TNF necroptosis rescue, ATP luminescence, 24 h; 0 = TNF only, 100 = no-TNF cells. activation (protection from cell death), % at 10 µM. 0.068% of 220,000 active. AID 463075;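 active = activation, meaning protection from cell death, of at least 50% relative to plate controls; inactive = activation below 50%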;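 also: necroptosis triggered by 40 ng/mL TNF-alpha added together with compound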
PERK inh: blocks human PERK kinase | Q9NZJ5 | CHO PERK-DD fusion, SEAP luminescence translation reporter | inhibition, % at 5.6 µM | 0.17% of 220,000 active | AID 1416;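 active = inhibition above the mean inhibition of all tested compounds plus 3 SD, set separately per screening campaign, cut at about 2.9% in these data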;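 also: PERK kinase domain activated by AP20187 dimerizer at 100 nM; 0% = DMSO with dimerizer and 100% = rapamycin at 8.4 µM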
Target sequence (Q9NZJ5 whole entry, looked up, the tested form may be a part): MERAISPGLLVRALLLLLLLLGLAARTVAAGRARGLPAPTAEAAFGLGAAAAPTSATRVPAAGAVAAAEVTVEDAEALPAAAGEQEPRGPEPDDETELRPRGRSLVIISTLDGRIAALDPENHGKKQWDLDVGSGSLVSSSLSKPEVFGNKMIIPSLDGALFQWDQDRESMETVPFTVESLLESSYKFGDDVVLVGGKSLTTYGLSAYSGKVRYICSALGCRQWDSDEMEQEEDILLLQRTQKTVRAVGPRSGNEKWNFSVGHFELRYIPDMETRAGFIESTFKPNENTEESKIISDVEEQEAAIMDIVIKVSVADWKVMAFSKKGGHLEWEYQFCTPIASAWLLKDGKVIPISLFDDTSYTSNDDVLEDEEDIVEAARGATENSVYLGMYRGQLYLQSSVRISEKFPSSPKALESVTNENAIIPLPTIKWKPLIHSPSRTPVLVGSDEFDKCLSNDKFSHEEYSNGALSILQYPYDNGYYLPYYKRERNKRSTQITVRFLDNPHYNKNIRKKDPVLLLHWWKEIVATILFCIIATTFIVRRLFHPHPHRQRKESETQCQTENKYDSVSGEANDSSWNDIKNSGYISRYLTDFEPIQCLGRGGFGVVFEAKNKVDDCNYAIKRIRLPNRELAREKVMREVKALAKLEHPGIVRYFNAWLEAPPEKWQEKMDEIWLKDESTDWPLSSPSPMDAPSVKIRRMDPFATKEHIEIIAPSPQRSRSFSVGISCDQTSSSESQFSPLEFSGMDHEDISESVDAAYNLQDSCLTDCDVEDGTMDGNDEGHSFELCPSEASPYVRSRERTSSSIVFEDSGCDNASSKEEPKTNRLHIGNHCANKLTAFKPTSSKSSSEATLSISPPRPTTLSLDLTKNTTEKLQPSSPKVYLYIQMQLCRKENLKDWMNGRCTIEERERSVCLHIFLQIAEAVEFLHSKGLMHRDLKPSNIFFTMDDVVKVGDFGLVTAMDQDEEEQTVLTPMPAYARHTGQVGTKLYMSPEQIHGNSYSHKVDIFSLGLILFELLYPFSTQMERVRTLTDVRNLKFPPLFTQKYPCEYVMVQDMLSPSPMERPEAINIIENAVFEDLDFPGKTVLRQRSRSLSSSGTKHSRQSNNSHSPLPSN
m-calpain inh: blocks pig calpain II enzyme activity | inhibition, % at 16 µM | purified calpain II, fluorogenic peptide substrate, 30 min | AID 1236 | 0.37% of 220,000 active;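 active = inhibition above about 50%, limit read from the data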
L929 necroptosis: L929 zVAD cell death inhibition. 0.38% of 220,000 active. L929 zVAD necroptosis rescue, ATP luminescence, 24 h; with zVAD 60 µM. viability rescue, % at 10 µM;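 active = activation, scaled between plate controls, above about 75%, limit read from the data; inactive = activation under that limit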;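 also: 0% = zVAD with DMSO and 100% = DMSO alone without zVAD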
Rad51 HR inh: blocks human Rad51 in homologous recombination; Q06609; 0.085% of 200,000 active; inhibition, % at 10 µM; hRad51 DNA strand exchange, fluorescence dequenching; AID 1385;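 active = inhibition above 40% at the single screening dose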;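 also: 0% = DMSO control wells and 100% = blanks with heterologous ssDNA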
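Test system: preformed human Rad51 ssDNA filaments; also added: Donor/quencher-labelled 47-bp dsDNA substrate; doses: 10 µM final, single point; times: 37 °C 15-min filament assembly, 30-min compound preincubation, 15-min exchange; detection: FRET fluorescence dequenching, excitation 485 nm, emission 520 nm; read-out basis: Fluorescence-based percent inhibition, control- and blank-normalised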
Mdm2 ligase inh: inhibitors of human Mdm2 E3 ubiquitin ligase; 0.11% of 210,000 active; Q00987; signal enhancement, % at 5 µM; cell-based MDM2 ubiquitination luciferase reporter, 2 h; 0 = plate control, 100 = twice control, blank-subtracted;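 active = signal enhancement of 30% or more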;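 also: luminescence tracks abundance of the self-degrading MDM2-luciferase fusion protein; higher signal means inhibition of MDM2 E3 ligase activity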
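System: stable MDM2–luciferase fusion reporter cells / Input: 2000 cells seeded into each well / Schedule: 4 h settle plus 2 h compound, 37 °C / Compound: single-point 5 µM / Buffer or medium: cells held in DMEM / Benchmarks: control and blank well means / Evaluation: percent signal gain over controls, blank-subtracted / Measured by: luciferase luminescence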
EBV gp42 inh: blocks Epstein-Barr virus glycoprotein 42 binding. AID 1085. inhibition, % (tested at 21.74 µM). 0.42% of 220,000 active. Q1HVG2. Fluorescence polarization binding assay, mP read-out; in the data active = inhibition above about 50%
* = called active by the depositor; i = inactive; . = no result given; [ ] = remark or other dose.

Screens in order – eIF4E-4G inh	KCC2 mod	TNF death inh	PERK inh	m-calpain inh	L929 necroptosis	Rad51 HR inh	Mdm2 ligase inh	EBV gp42 inh
COc1ccc(-n2c(C)cc(C(=O)CSc3ccc(NC(C)=O)cc3)c2C)cc1
    -3[fluorescence artefact?]	.	0.0	-0.6	14	4.5	-2	-17	-12
O=C(COC(=O)c1cccc(Br)c1)NCCC1=CCCCC1
    3	0.24	0.2	-0.4	2	0.3	3	-6	-10
CCN(CC)S(=O)(=O)c1ccc(NC(=O)Cn2cnc3ccccc3c2=O)cc1
    -3	0.087	-1.3	1.5	24	0.5	-3	5	-15
C=CCn1c(COc2ccc(Cl)cc2)nnc1SCC(=O)N1CC(=O)Nc2ccccc21
    -9	-0.057	-2.0	-0.2	8	0.4	5	-19	-20
Cc1ccc(OC(=O)c2cccc(C(=O)Oc3ccc(C)cc3)n2)cc1
    -12	1.5	-2.8	0.1	11	-0.5	-6	-13	-19
COc1ccc(NS(=O)(=O)c2cc(OCC(N)=O)c(C)cc2Cl)cc1
    -5	0.28	1.1	0.3	-4	0.1	4	12	-10
O=[N+]([O-])c1cccc(NC2=NCCC2)c1
    5	0.8	-0.1	2.1	-26	-0.7	17	-10	-3
Cc1cc2c(cc1C)N(Cc1ccccc1)C1=NCCCN12
    3	.	2.5	-1.7	15	-0.3	-2	-24	-9
COc1ccc(SC[C@H](CC(C)C)N2CCN(C)CCC2=O)cc1
    -7	0.022	2.3	.	-12	-0.4	2	5	-15
COc1cc(/C=C/C(=O)OCC(=O)Nc2ccc(C)cc2[N+](=O)[O-])ccc1O
    6	-1.1	-0.8	-0.2	-22	0.6	1	-3	4
O=C(CCCCCn1nnc2ccccc2c1=O)N[C@H](C(=O)O)c1ccccc1
    -3	1.5	2.9	0.9	-20	0.6	20	-4	-12
Cn1cnnc1Sc1ccc(C(=O)OCC(=O)Nc2cc(Cl)cc(Cl)c2)cc1[N+](=O)[O-]
    29[fluorescence artefact?]	-0.26	1.2	0.4	3	1.1	19	-9	-19
Cc1ccc(C(=O)N/C(=C\c2cccs2)C(=O)N2CCCCCC2)cc1
    6	0.73	-0.7	0.0	-16	0.4	8	13	-5
CC1(c2ccc(OC(F)F)cc2)NC(=O)N(CC(=O)Nc2cccc(S(N)(=O)=O)c2)C1=O (stereo unspecified)
    -1	0.16	-0.9	1.6	-18	-1.0	-51	.	-33
Cc1ccc(-c2nc(NC(=O)CSc3ccc4ccccc4n3)ns2)cc1
    -3[fluorescence artefact?]	0.44	1.3	0.8	-2	.	-3	.	-3
O=C(c1ccccc1)C1CCN(C(=O)Nc2ccccc2)CC1
    2	-1.9	2.7	0.9	8	1.7	-5	-10	-5
COCCNC(=O)c1c(N)n(-c2cccc(C)c2)c2nc3ccccc3nc12
    0	0.17	-5.8	-0.9	i	18	-6	-9	7
CCc1ccc(NC(=O)C2(C)Cc3ccccc3C(=O)O2)cc1 (stereo unspecified)
    4	-0.62	4.1	0.0	-12	1.1	.	9	-4
O=C(COc1cccc(NC(=O)c2ccccc2)c1)c1ccccc1
    -3	.	0.0	-0.2	-4	15	20	1	4
Cc1c(Cl)cccc1N1CC(C(=O)Nc2nccs2)CC1=O (stereo unspecified)
    .	.	1.1	-0.5	-7	2.0	-6	-15	-5
Cc1ccccc1-n1c(SCc2cc(=O)n3ccccc3n2)nc2[nH]ncc2c1=O
    1	6.4	-7.4	-0.9	-45	-0.1	8	3	-13
COc1cccc(C2C(C(=O)c3sc(C)nc3C)=C(O)C(=O)N2CCN2CCOCC2)c1 (stereo unspecified)
    3	0.79	0.9	0.1	-35	1.1	11	22	-2
CCOCCOC(=O)COc1ccc2c(-c3ccccc3)cc(=O)oc2c1
    6	-2.3	1.6	1.2	8	55	9	8	1
O=C(C1CCCCC1)N1CCN(c2ccnc3cc(Cl)ccc23)CC1
    -4	-1.3	-2.8	-1.3	13	0.2	-10	-1	-10
CCOC(=O)C1CCN(S(=O)(=O)c2cc(Cl)c(C)cc2OC)CC1
    3	-0.37	1.8	0.1	16	.	16	-7	-4
CC1(C)NC(C)(C)c2nonc2/C1=N\O
    -3[fluorescence artefact?]	-0.66	2.1	1.4	-18	2.9	-8	3	-13
O=C(NC1CCN(CC(=O)N(c2ccccc2)c2ccccc2)CC1)c1ccc([N+](=O)[O-])cc1
    -2	-0.43	0.3	-0.3	-11	7.5	2	0	-14
CCCc1cc(=O)n2[nH]c(NCc3c(Cl)cccc3Cl)nc2n1
    4	.	-1.0	1.0	18	0.7	4	-2	-11
CC1=NN(c2ccccc2)C(=O)C1N=Nc1ccc(N)cc1 (stereo unspecified)
    -21[fluorescence artefact?]	0.13	-19	-0.2	-146	-0.2	-1	-18	12
O=[N+]([O-])c1ccc2ccn(C3OCC(O)C(O)C3O)c2c1 (stereo unspecified)
    2	.	0.2	0.4	9	0.5	1	5	-4

The list goes on, starting with the last 3 of the part before.
Screens in order – eIF4E-4G inh	KCC2 mod	TNF death inh	PERK inh	m-calpain inh	L929 necroptosis	Rad51 HR inh	Mdm2 ligase inh	EBV gp42 inh
CCCc1cc(=O)n2[nH]c(NCc3c(Cl)cccc3Cl)nc2n1
    4	.	-1.0	1.0	18	0.7	4	-2	-11
CC1=NN(c2ccccc2)C(=O)C1N=Nc1ccc(N)cc1 (stereo unspecified)
    -21[fluorescence artefact?]	0.13	-19	-0.2	-146	-0.2	-1	-18	12
O=[N+]([O-])c1ccc2ccn(C3OCC(O)C(O)C3O)c2c1 (stereo unspecified)
    2	.	0.2	0.4	9	0.5	1	5	-4
Cc1ccnc2nc(C(=O)NCc3ccccc3)nn12
    -1	2.5	-0.1	0.9	21	0.3	-11	-14	2
CCOc1ccccc1N1CCN(C(=O)CC(C)(C)C)CC1
    -2	-0.089	0.4	-0.7	0	0.8	-5	-10	-1
CNc1c(N=Cc2cccnc2)c(=O)n(C)c(=O)n1C
    9[fluorescence artefact?]	0.56	-1.2	1.8	-5	0.3	.	-4	-20
Oc1[nH]c2ccc(Br)cc2c1N=NC(=S)Nc1ccc(F)cc1
    -1	25*	-8.0	-2.9	8	0.9	2	-16	9
Cn1c(=O)c2cn(-c3ccccc3)cc2n(C)c1=O
    2	-0.28	-0.7	-0.5	4	0.3	-3	-10	-4
O=C(O)c1cc(N2N=C(C(F)(F)F)/C(=C/C=C/c3ccco3)C2=O)ccc1Cl
    20	-1.4	-1.1	0.7	-7	1.7	-7	-10	-11
CCOC(=O)C1CCN(CCC(=O)Nc2ccccc2Cl)CC1
    -2	0.093	-0.1	-0.7	-8	-0.1	0	5	-15
O=C(Nc1ccc(Br)cc1)c1cccc(NC(=O)C2C3CC4OC(=O)C2C4C3)c1 (stereo unspecified)
    -11	.	1.4	-1.3	9	0.1	-9	-7	6
C=CCNC(=O)c1cc2c(=O)c3ccccc3oc2nc1C
    1	-0.57	-0.5	0.6	-27	-0.6	-20	-5	1
C=CCn1c(SC)nnc1-c1cccc([N+](=O)[O-])c1
    -5	-0.0037	1.8	0.3	1	-0.1	.	-6	-8
CC(=O)N[C@@H](CS)C(=O)O
    0	1.2	1.7	0.9	1	2.3	8	.	-6
Cc1ccc(N2CC(C(=O)Nc3ccccn3)CC2=O)cc1 (stereo unspecified)
    1[fluorescence artefact?]	0.47	-0.3	0.8	-12	0.0	3	-13	-6
CCN1c2ccccc2-c2nc3ccccc3n2C1c1ccccn1 (stereo unspecified)
    5	-1.8	-2.1	-1.3	i	0.5	0	2	-9
NS(=O)(=O)c1ccc(CNC(=O)/C=C/c2ccc(Cl)c(Cl)c2)cc1
    3	-2.2	-1.7	0.4	-11	0.4	-3	-16	-1
CC(C)=C1C2CCC1C(C(=O)Nc1cc(C)cc(C)c1)C2C(=O)O (stereo unspecified)
    -1	0.93	-1.2	1.4	16	0.5	-71	16	-4
Cc1ccc(S(=O)(=O)N2CCCCC2)cc1C(=O)Nc1cccnc1
    7	.	2.9	0.1	7	1.3	-11	-7	-8
CC(=O)Nc1ccc(OC(=O)Oc2ccc(NC(C)=O)cc2)cc1
    -9	-0.2	-3.8	-0.1	10	-0.4	17	.	5
CCCSc1nnc(CNC(=O)C23CC4CC(CC(C4)C2)C3)n1Cc1ccccc1
    -2[fluorescence artefact?]	0.012	-3.9	-0.3	8	1.3	-6	-13	3
CC(=O)NC(NC(=S)Nc1c(C)n(C)n(-c2ccccc2)c1=O)C(Cl)(Cl)Cl (stereo unspecified)
    2	0.93	0.6	0.8	12	0.4	-6	-80	-9
CC(C)CC(=O)NC(=S)NNC(=O)c1cccc([N+](=O)[O-])c1
    -2	0.86	-1.4	0.8	-12	0.6	-5	-3	-19
CCc1ccc(C2c3[nH]c4ccccc4c3CCN2C(=O)c2cc[n+]([O-])cc2)cc1 (stereo unspecified)
    -2	1	-0.9	-1.4	-25	0.8	-17	-9	1
O=C(Nc1ccc(C(=O)N2CCOCC2)cc1)c1cccc([N+](=O)[O-])c1
    3	-0.083	0.1	0.9	4	-0.8	.	2	-6
Cc1cccc(C(=O)c2cnc3ccccc3c2-c2ccccc2)c1
    -6	-1.7	-2.0	-1.5	42	0.9	1	-17	-4
CC1CCC2(CC1)Nc1ccccc1C(=O)N2c1ccccc1 (stereo unspecified)
    17	-0.67	-0.5	0.3	i	0.0	5	-5	-4
Nc1c(C(=O)Nc2cccc(F)c2)nnn1-c1cccc(C(F)(F)F)c1
    2	-0.12	1.6	-0.3	-9	4.4	25	-8	1
CCN(CC)S(=O)(=O)c1ccc(C(=O)/C=C/c2ccc(-c3ccc([N+](=O)[O-])cc3)o2)cc1
    3	-1.2	0.3	0.0	-43	-0.2	-29	.	86*
CSc1nc2sc3c(c2c(=O)n1C)CCCC3
    -1	-1.6	-0.7	1.1	-18	1.5	-6	-12	-14
CC1N(C)c2cc(NC(=O)c3ccco3)ccc2C1(C)C (stereo unspecified)
    4[fluorescence artefact?]	-0.47	-8.4	0.3	-5	0.3	-4	-13	0
O=C(C1=C[C@H](c2ccc(Br)cc2)C[C@H](OCCCCO)O1)N1CCN(Cc2ccc3c(c2)OCO3)CC1
    1	-0.82	0.8	0.4	-25	-0.6	-2	.	-3
CCS(=O)(=O)NCC(c1ccco1)N1CCN(c2ccccc2F)CC1 (stereo unspecified)
    -2	-0.2	0.9	0.2	-13	0.4	-61	0	-22

Screens in order – eIF4E-4G inh	KCC2 mod	TNF death inh	PERK inh	m-calpain inh	L929 necroptosis	Rad51 HR inh	Mdm2 ligase inh	EBV gp42 inh
O=[N+]([O-])c1cc(Cl)ccc1N1CCCCC1
    -1	-0.088	0.3	0.6	7	-0.2	.	-4	-5
N#Cc1cn(-c2ccccc2)nc1C(=O)c1ccccc1
    0[fluorescence artefact?]	-1.6	-12	-1.1	1	-1.1	11	-5	-7
N#CCSc1nc(Nc2ccc3c(c2)OCO3)c2ccccc2n1
    -3	.	-0.5	-0.4	-43	8.0	8	-9	3
CCOC(=O)c1ccc2[nH]c3ccccc3c2c1
    4	-1.5	3.0	1.0	-74	55	-9	0	-3

Screening results: PubChem, several laboratories
